# High-throughput results: PubChem BioAssay, National Center for Advancing Translational Sciences (NCATS)
# PGK inhibitor = qHTS Assay to Find Inhibitors of Phosphoglycerate Kinase. Phosphoglycerate kinase, glycosomal (Trypanosoma brucei brucei), P07378. PGK/GAPDH coupled, Kinase-Glo luminescence, 60 min. Potency, µM (highest dose often 57.5 µM), inactives show at the top dose activity change, negative = inhibition, actives largely listed as inhibitors. hit rate 0.043% among 380,000. AID 602233, 2012; note: % is set by controls: 0 for no effect and ±100 for the full control effect; nearly all actives have a fitted effect of over 60% in size
# Target sequence (P07378 whole entry, looked up): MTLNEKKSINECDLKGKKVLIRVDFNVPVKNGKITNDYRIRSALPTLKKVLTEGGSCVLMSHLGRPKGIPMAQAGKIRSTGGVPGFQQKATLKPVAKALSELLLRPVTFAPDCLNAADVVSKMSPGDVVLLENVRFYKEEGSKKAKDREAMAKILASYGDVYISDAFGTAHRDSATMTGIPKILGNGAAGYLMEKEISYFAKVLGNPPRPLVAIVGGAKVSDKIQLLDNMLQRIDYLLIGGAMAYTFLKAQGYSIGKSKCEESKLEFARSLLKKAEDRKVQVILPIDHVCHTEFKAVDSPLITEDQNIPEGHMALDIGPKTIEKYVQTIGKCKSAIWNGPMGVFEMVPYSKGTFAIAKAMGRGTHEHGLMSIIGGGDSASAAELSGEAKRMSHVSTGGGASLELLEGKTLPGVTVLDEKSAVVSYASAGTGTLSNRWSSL
#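 Luminescent ATP detection (Kinase-Glo Plus) follows a 60-minute room-temperature incubation, with wells lacking PGK as controls. Buffer: 100 mM TEA (pH 7.6), 5 mM MgCl2, 0.01% Tween-20. Coupling enzyme GAPDH (100 nM final) supplies unstable 1,3-BPG in-well.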
# G9a block = qHTS Assay for Inhibitors of Histone Lysine Methyltransferase G9a; AID 504332, 2011; Potency, µM (titrated, usually from 102 µM), for the others: at the top dose activity, negative = inhibition, hits mostly inhibitors; G9a H3K9 monomethylation, AlphaScreen, 2 h; hit rate 8.8% among 350,000; Histone-lysine N-methyltransferase EHMT2 (Homo sapiens), Q96KQ7; note: % is set by controls: 0 for no effect and ±100 for the full control effect; nearly all actives have a fitted effect of over 75% in size
# Target sequence (Q96KQ7 913-1193 limits assumed): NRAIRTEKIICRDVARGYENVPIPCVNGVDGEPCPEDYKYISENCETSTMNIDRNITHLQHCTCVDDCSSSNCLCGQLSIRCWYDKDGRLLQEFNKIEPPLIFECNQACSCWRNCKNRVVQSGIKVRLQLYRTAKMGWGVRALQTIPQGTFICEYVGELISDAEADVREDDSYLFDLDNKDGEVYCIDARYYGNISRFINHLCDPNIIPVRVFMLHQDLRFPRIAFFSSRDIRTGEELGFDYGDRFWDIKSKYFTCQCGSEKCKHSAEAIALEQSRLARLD
#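 AlphaScreen detection with an anti-monomethyl H3K9 antibody quantified product after a 2 h room-temperature reaction containing 500 nM biotinylated H3K9 peptide, 20 µM SAM and 20 nM enzyme, which had been preincubated 15 min with compound.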
# JMJD2A Tudor = qHTS Assay for Inhibitors of JMJD2A-Tudor Domain. AlphaScreen JMJD2A-Tudor / H3K4me3 peptide binding. Potency, µM (titrated, usually from 114 µM), without a hit: at the highest dose activity change, negative = inhibition, most hits filed as inhibitors. hit rate 4.4% among 390,000. AID 504339, 2011; note: % is set by controls: 0 for no effect and ±100 for the full control effect; nearly all actives have a fitted effect of over 50% in size
# BAZ2B block = qHTS Assay for Inhibitors of BAZ2B | Bromodomain adjacent to zinc finger domain protein 2B (Homo sapiens), Q9UIF8 | Potency, µM (titrated, usually from 114 µM), without a hit: at the highest dose activity change, negative = inhibition, hits mostly inhibitors | AlphaScreen BAZ2B-H3K14Ac peptide displacement | hit rate 4.4% among 360,000 | AID 504333, 2011; note: % is set by controls: 0 for no effect and ±100 for the full control effect; nearly all actives have a fitted effect of over 60% in size
#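 BAZ2B (50 nM) with biotin-H3(5-23)K14Ac peptide (50 nM) in PBS pH 7.4, 0.01% Tween-20, preformed 30 min, then compound 30 min at room temperature; top concentration 110uM. AlphaScreen streptavidin donor/nickel chelate acceptor beads (10 ug/mL final), 20 min dark, signal read.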
# Pol iota inh = qHTS for Inhibitors of Polymerase Iota | DNA polymerase iota (Homo sapiens), Q9UNA4 | Pol iota fluorescent replication assay, 10 min | Potency, µM (series often up to 115 µM), for inactives: at the highest dose activity, negative = inhibition, most hits filed as inhibitors | hit rate 1% among 390,000
#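 Fluorescent replication assay read twice, at 0 min and 10 min after adding 50 nM (final) substrate. Enzyme (10 nM) and compounds were first incubated 15 min at room temperature; enzyme-free buffer wells were negative controls.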
# BLM helicase inh = qHTS Assay for Inhibitors of Bloom's syndrome helicase (BLM) | recombinant BLM DNA unwinding, fluorescence dequenching | Potency, µM (titrated, usually from 56.1 µM), inactives show at the top dose activity change, negative = inhibition, actives largely listed as inhibitors | hit rate 0.2% among 350,000 | AID 2528, 2010;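 note: plate controls were vehicle for no effect and no enzyme for full effect; nearly all actives have a fitted effect of over 35% in size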
# Pin1 inh = qHTS Assay to Find Inhibitors of Pin1; Peptidyl-prolyl cis-trans isomerase NIMA-interacting 1 (Homo sapiens), Q13526; Pin1 FP peptide displacement, HiFluor488, 10 min; Potency, µM (doses to about 115 µM), for inactives: at the highest dose activity, negative = inhibition, actives largely listed as inhibitors; hit rate 0.009% among 390,000; AID 504891, 2011; active = well fitted inhibition curve with a large enough effect in the polarisation, with a control signal flat, not every such curve was filed as active; inconclusive = small, poorly fitted or top-dose-only effect, or effect the other way, or a change in a side signal; inactive = no such curve, though single readings can be large or run the other way; the % refers to the polarisation; note: % is set by controls: 0 for no effect and ±100 for the full control effect
# Target sequence (Q13526 whole entry, looked up): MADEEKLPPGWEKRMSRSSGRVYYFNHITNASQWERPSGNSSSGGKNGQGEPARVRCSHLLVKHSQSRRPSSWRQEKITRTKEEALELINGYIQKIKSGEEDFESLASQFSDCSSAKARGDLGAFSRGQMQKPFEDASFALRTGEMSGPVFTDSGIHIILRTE
# HP1b binding inh = HTS for Inhibitors of HP1-beta Chromodomain Interactions with Methylated Histone Tails. Chromobox protein homolog 1 (Homo sapiens), P83916. AlphaScreen HP1-beta / biotin-H3K9me3 peptide binding. Potency, µM (doses to about 114 µM), for inactives: top-dose activity change, negative = inhibition, actives largely listed as inhibitors. hit rate 0.56% among 390,000. AID 540317, 2011; note: nearly all actives have a fitted effect of over 70% in size; inactives centre near 23
# Target sequence (P83916 whole entry, looked up): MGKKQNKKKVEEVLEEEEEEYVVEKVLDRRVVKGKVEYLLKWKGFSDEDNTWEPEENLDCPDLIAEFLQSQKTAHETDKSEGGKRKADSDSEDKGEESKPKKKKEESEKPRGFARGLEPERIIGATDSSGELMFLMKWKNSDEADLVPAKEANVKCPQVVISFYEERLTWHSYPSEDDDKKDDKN
#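 HP1-beta protein (50 nM final) preincubated 30 min at room temperature with biotinylated H3(1-18)K9me3 peptide (50 nM) in PBS pH 7.4, 0.01% Tween-20, then compound added for 30 min. AlphaScreen streptavidin donor/nickel chelate acceptor beads (10 ug/mL final), 30 min dark, luminescence read.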
# GLS inhibitor = qHTS for Inhibitors of Glutaminase (GLS). Glutaminase kidney isoform, mitochondrial (Homo sapiens), O94925. GLS enzymatic activity, qHTS titration. Potency, µM (series often up to 45.5 µM), for inactives: at the top dose activity change, negative = inhibition, usual class: inhibitors. hit rate 0.21% among 410,000. AID 624170, 2012; note: % is set by controls: 0 for no effect and ±100 for the full control effect
#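 Enzyme dispensed in phosphate buffer (45 mM, pH 8.2, 0.02% Tween-20), compounds pinned in, then 1 mM L-glutamine solution and the glutamate oxidase–HRP–Amplex Red mix added; fluorescence read immediately and again after 30 min at room temperature.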
# An asterisk follows results filed as active; i = inactive; ? = inconclusive; nt = not tested or not shown; & = joins results of further samples; [ ] = dose if it differs, or a comment. Unless noted, calls come from the whole dose curve; as a rule, active = well fitted curve in the direction sought with a large enough effect; inconclusive = small, poorly fitted or top-dose-only effect, or another doubt; inactive = no such curve, though single readings can be large; an effect the other way counts as inactive or inconclusive. Potency is the fitted concentration of half-maximal effect.
smiles	PGK inhibitor	G9a block	JMJD2A Tudor	BAZ2B block	Pol iota inh	BLM helicase inh	Pin1 inh	HP1b binding inh	GLS inhibitor
COC(=O)C1=C(c2cc3ccccc3s2)C[C@@H]2CC[C@H]1N2C(=O)NCc1ccc(F)cc1	i	nt	-19%	nt	-8%	nt	-2%	9%	12%
CCCCCSc1cc(OC)c(CCNC)cc1OC	-7%	?	?	?	23%	2%	-7%	-38%	-4%
Brc1ccc2[nH]cc(C=NN3CCCCCC3)c2c1	-11%	nt	50µM*	nt	7%	nt	2%	?	23%
N[C@@H](Cc1c[nH]c2ccccc12)c1nnc(SCc2ccc(Cl)cc2)o1	-1%	?	?	nt	?	-7%	11%	23%	33%
CC1OC(C[N+](C)(C)C)CC1O (stereo not drawn)	-4%	2%[59 µM]	-8%	14%	-18%	nt	0%	17%	-14%
Cc1ccc2cccc(OC(=O)N(C)c3ccccc3)c2n1	-2%	40%	-4%	1%	3%	-2%	-2%	22%	-8%
O=C1NC(=O)C(Cc2cccs2)C(=O)N1	-6%	?	?	-5%	?	1%	-3%	32%[activator]	50%[activator]
COc1ccc(NC(c2ccccc2F)P(=O)(Oc2ccccc2)Oc2ccccc2)cc1 (stereo not drawn)	-8%	?	?	?	10%	-7%	4%	?	9%
COc1cc(O)c(C(=O)O)c(-c2cc(O)c(O)cc2C)c1	-17%	0.35µM*	13µM*	56µM*	?	4%	-19%	?	?
Brc1ccc(Oc2ccc(Br)cc2Br)c(Br)c1	-7%	0%[0.501 µM]	229%[activator]	127%[activator]	27%	nt	-1%	296%[activator]	-10%
CCN1CCN(c2ccc([N+](=O)[O-])cc2C=C2C(=O)NC(=O)NC2=O)CC1	i	?	-11%	1%	-5%	-10%	1%	?	2%
COc1cc2c(cc1OC)CC[N+](C)=C2	-6%	-6%[12.7 µM]	?	-25%	21%	-6%	-2%	9%	0%
Cc1oc(-c2cccs2)nc1CSCC(=O)N1CCC2(CC1)OCCO2	-5%	?	-13%[57.1 µM]	-7%	-9%	-1%	-11%	27%	-7%
CCn1c(O)c(/C=N/NC(=O)c2ccncc2)c(=O)n(CC)c1=S	-8%	-10%	-15%	32%[activator]	-22%	-2%	?	74%[activator]	1%
O=NN1CCCCC1	12%	9%[0.501 µM]	-8%	5%	7%	nt	2%	39%[activator]	-3%
CCC1(CC)C(=O)C=CNC1=O	-3%	10%[59 µM]	-23%	-4%	15%	-14%	5%	4%	5%&-3%
CN1CCN(c2ccc3nccnc3c2)CC1	-8%	?	-5%	-14%	91%[activator]	4%	-8%	0%	6%
Cc1ccnc(NS(=O)(=O)c2cc([N+](=O)[O-])ccc2C)c1	1%	2%	12%	1%	20%	-9%	3%	53%[activator]	-3%
COc1ccnc(N=CNOCc2ccc(C)cc2)c1C#N	-6%	3%	-5%[57.1 µM]	-2%	11%	-1%	-6%	47%[activator]	-8%
CC1(C)CC(=O)c2cc(OCC(=O)N3CCN(Cc4ccccc4)CC3)ccc2O1	-10%	-24%	2%	3%	37%[activator]	-1%	-5%	25%	0%

# Entries of single compounds, looked up by structure.
# Brc1ccc(Oc2ccc(Br)cc2Br)c(Br)c1 as listed: PGK inhibitor: -7%; G9a block: 0%[0.501 µM]; JMJD2A Tudor: 229%[activator]; BAZ2B block: 127%[activator]; Pol iota inh: 27%; BLM helicase inh: nt; Pin1 inh: -1%; HP1b binding inh: 296%[activator]; GLS inhibitor: -10%
# O=C1NC(=O)C(Cc2cccs2)C(=O)N1 as listed: PGK inhibitor: -6%; G9a block: ?; JMJD2A Tudor: ?; BAZ2B block: -5%; Pol iota inh: ?; BLM helicase inh: 1%; Pin1 inh: -3%; HP1b binding inh: 32%[activator]; GLS inhibitor: 50%[activator]

# The list continues:
smiles	PGK inhibitor	G9a block	JMJD2A Tudor	BAZ2B block	Pol iota inh	BLM helicase inh	Pin1 inh	HP1b binding inh	GLS inhibitor
CCC(=NCC1CCCO1)c1c(O)[nH]c(=O)[nH]c1=O (stereo not drawn)	-7%	-11%[2.33 µM]	0%	10%	9%	1%	-5%	51%	2%
Cc1cc(C)c2c(c1)NP(=S)(c1ccccc1)N2 (stereo not drawn)	-1%	nt	?	nt	38%[activator]	nt	-5%	50µM*	?
Cc1c(Oc2cc(NN3CCCCC3)c([N+](=O)[O-])cc2[N+](=O)[O-])cccc1[N+](=O)[O-]	3%	nt	?	1%	18%	-3%	3%	?	13%
CC1CN(c2ccccc2)NC1=O (stereo not drawn)	i	35µM*	13%	-22%	48%[activator]	9%	1%	40%[activator]	?
COC(=O)C1=C(c2ccc(-c3ccccc3)c(F)c2)C[C@@H]2CC[C@H]1N2C(=O)NCc1ccc(F)cc1	0%	13%[0.501 µM]	-13%	-2%	23%	nt	0%	23%	-1%
CCOC(=O)C1=C(C)OC(N)=C(C(=O)OCC)[C@@]12C(=O)N(CC(N)=O)c1ccccc12	-1%	2%[12.7 µM]	11%	0%	-4%	-2%	-9%	30%	-20%
Cc1cccc(N2CCN(Cc3ccc4c(c3)OCO4)CC2)c1C	0%	7.9µM*	28µM*	50µM*	58%[activator]	-8%	-1%	?	3%
O=C(c1ccccc1F)N1C[C@H]2C[C@@H](C1)c1cccc(=O)n1C2	8%	19%	-27%	-5%	12%	1%	0%	40%[activator]	2%
Cc1ccc2nc(SCC(=O)N/N=C/c3ccco3)cc(C)c2c1	i	5%[59 µM]	-29%	?	62%[activator]	-4%	-4%	-9%	-19%
O=C(c1ccc(F)cc1)N1CCC(N2CCCCCC2)CC1	-1%	18µM*	?	50µM*	11%	-1%	0%	?	5%
Cc1cc(OC(=O)N(C)C)nc(-c2ccc(C)c(Cl)c2)n1	i	nt	20%	-5%	8%	-1%	-7%	29%	-2%
O=P(O)(O)Cc1ccccc1OP(=O)(c1ccccc1)c1ccccc1	1%	-12%[59 µM]	?	-1%	-3%	0%	nt	20%	-18%
C[N+]1(CC(COCc2ccccc2)OC(=O)Cc2ccccc2)CCOCC1 (stereo not drawn)	-8%	8.9µM*	?	-6%	7%	-10%	-4%	-18%	5%
CCOC(=O)C(O)(c1ccc(NC(=O)NC)cc1)C(F)(F)F (stereo not drawn)	-7%	4%	-2%	-5%	45%[activator]	-10%	-5%	24%	22%
CN(CCc1nnc(N)s1)[N+](=O)[O-]	-4%	22µM*	-15%	-1%	11%	-2%	2%	40%[activator]	0%
COc1ccc(-n2c(O)c(/C=C3\C=Nc4ccccc43)c(=O)[nH]c2=O)cc1	-2%	nt	-13%	?	?	-1%	?	40%[activator]	-2%
CCc1ccc(-n2c(SC(CC)C(=O)N(CC)CC)nc3n[nH]c(C)c3c2=N)cc1 (stereo not drawn)	1%	8%[59 µM]	-30%	-4%	-8%	-1%	1%	16%	15%
Cc1ccc(N2C(=O)NC(=O)C(CCc3ccccn3)(Cc3cccc(Cl)c3Cl)C2=O)cc1 (stereo not drawn)	9%	-13%	-9%	2%	-5%	-1%	-11%	4%	6%
CCOC(=O)C(O)(c1ccc(NC(=O)Oc2ccccc2)cc1)C(F)(F)F (stereo not drawn)	-10%	21%[59 µM]	-15%	3%	25%	-7%	-9%	3%	7%
NC(Cc1nc2ccccc2[nH]1)c1ccc(Cl)cc1 (stereo not drawn)	-14%	40µM*	-25%	-25%	12%	0%	?	11%	?

# An excerpt from above in order of SMILES length, rising:
smiles	PGK inhibitor	G9a block	JMJD2A Tudor	BAZ2B block	Pol iota inh	BLM helicase inh	Pin1 inh	HP1b binding inh	GLS inhibitor
O=C(c1ccc(F)cc1)N1CCC(N2CCCCCC2)CC1	-1%	18µM*	?	50µM*	11%	-1%	0%	?	5%
CCC(=NCC1CCCO1)c1c(O)[nH]c(=O)[nH]c1=O (stereo not drawn)	-7%	-11%[2.33 µM]	0%	10%	9%	1%	-5%	51%	2%
Cc1cc(OC(=O)N(C)C)nc(-c2ccc(C)c(Cl)c2)n1	i	nt	20%	-5%	8%	-1%	-7%	29%	-2%
CCOC(=O)C(O)(c1ccc(NC(=O)Oc2ccccc2)cc1)C(F)(F)F (stereo not drawn)	-10%	21%[59 µM]	-15%	3%	25%	-7%	-9%	3%	7%
COc1ccc(-n2c(O)c(/C=C3\C=Nc4ccccc43)c(=O)[nH]c2=O)cc1	-2%	nt	-13%	?	?	-1%	?	40%[activator]	-2%
CCc1ccc(-n2c(SC(CC)C(=O)N(CC)CC)nc3n[nH]c(C)c3c2=N)cc1 (stereo not drawn)	1%	8%[59 µM]	-30%	-4%	-8%	-1%	1%	16%	15%
Cc1c(Oc2cc(NN3CCCCC3)c([N+](=O)[O-])cc2[N+](=O)[O-])cccc1[N+](=O)[O-]	3%	nt	?	1%	18%	-3%	3%	?	13%

# (list continues)
smiles	PGK inhibitor	G9a block	JMJD2A Tudor	BAZ2B block	Pol iota inh	BLM helicase inh	Pin1 inh	HP1b binding inh	GLS inhibitor
COC(=O)c1c(NC(=O)C2CC=CCC2C(=O)O)sc2c1CCCCC2 (stereo not drawn)	-19%	nt	-32%	?	-3%	-5%	1%	?	6%
c1ccc(NC2=Nc3ccccc3CC2)cc1	6%	7%	4%	?	-8%	1%	5%	21%	-5%
CNC(=O)O/N=C(\N)Cc1csc2ccccc12	1%	20%[59 µM]	-10%	-3%	-22%	1%	5%	24%	19%
Cc1ccc2c(c1)CCCN2N=O	-10%	9%[59 µM]	-10%	7%	-4%	-2%	0%	19%	8%

# A portion of the library; rates above refer to the full screens.
